# Source: PubChem
# Nrf2 ARE act – activates Nrf2 signaling; AREc32 ARE-luciferase reporter (MCF7-derived line), luminescence, 24 h; Potency, µM (top dose mostly 46.1 µM), for inactives: top-dose activation, actives largely listed as activators; 0.31% of 410,000 active; AID 624171; note: potency is the fitted concentration of half-maximal effect; % of control where 0% means no effect; nearly all actives have a fitted effect of over 65% in size
#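 Cells of the AREc32 ARE-luciferase line are plated in OPTI-MEM containing 5% FBS and left overnight at 37 deg C. Compounds are pinned in, incubation continues 24 hr, and firefly luciferase signal is then measured.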
# A549 tox – kills or reduces viability of A549 cells in Nrf2 counter-screen. A549 ARE-Fluc cells, CellTiter-Fluor viability, 18-24 h. Potency, µM (titrated, usually from 46 µM), for the others: at the top dose activity change, negative = cytotoxicity, hits mostly inhibitors. 0.16% of 390,000 active; note: potency is the fitted concentration of half-maximal effect; % is set by controls: 0 for no effect and ±100 for the full control effect
#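 Cytotoxicity counterscreen: CellTiter-Fluor fluorescence was measured in A549 ARE_Fluc cells after 18-24 h of compound exposure in a concentration series. The subsequent BugLite luminescent read reports ARE-luciferase activity.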
# Abeta rescue – compounds reversing amyloid beta toxicity in yeast; yeast expressing A-beta42, growth rescue, OD600, 48 h; response scale: 0% DMSO, 100% iron-clioquinol control; Potency, µM (top dose mostly 46.1 µM), without a hit: top-dose growth rescue, hits mostly activators; 0.063% of 410,000 active; AID 1347071; note: potency is the fitted concentration of half-maximal effect; nearly all actives have a fitted effect of over 55% in size
#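 Yeast A-beta toxicity model in growth medium with pinned compounds, 48 h at 30 C; growth read as absorbance at 600 nm. Normalized to FeCl3/clioquinol equimolar mix (positive) and DMSO (negative).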
# TGFb SMAD3 inh – TGF-b pathway inhibition; HepG2 CAGA-GFP TGF-b/SMAD3 reporter, GFP fluorescence, 18 h; TGF-beta stimulated, 500 pg/mL final; Potency, µM (doses to about 46.1 µM), for the others: at the highest dose activity, negative = inhibition, hits mostly inhibitors; 1.2% of 410,000 active; note: potency is the fitted concentration of half-maximal effect; % is set by controls: 0 for no effect and ±100 for the full control effect; nearly all actives have a fitted effect of over 65% in size
#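 Smad-responsive CAGA-GFP expression was quantified in HEPG2 cells exposed to compounds and 500 pg/mL final TGF-beta for 18 h at 37 degrees C; unstimulated wells defined full inhibition.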
# HepG2 tox – counter-screen for TGF-b inhibitors: cytotoxicity in HepG2 cells | Potency, µM (series often up to 46.1 µM), without a hit: at the highest dose activity change, negative = cytotoxicity, usual class: cytotoxic | HepG2 CAGA-GFP viability, ATP luminescence, 18 h | AID 588856 | 0.76% of 410,000 active; note: potency is the fitted concentration of half-maximal effect; some results filed as inactive show a strong effect at the top dose
#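 HepG2 CAGA-GFP cells (1000/well, DMEM with 1% FBS) received compound, then TGF-beta at 500 pg/mL final, and were incubated 18 hours at 37 degrees C. Viability was read by CellTiter-Glo luminescence. Media-only wells were set as complete cell-killing and DMSO as no toxicity.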
# MmCpn inh – inhibitors of Methanococcus maripaludis chaperonin (MmCpn); purified Mm-Cpn ATPase, ADP Transcreener TR-FRET; 0.031% of 330,000 active; AID 504842; Potency, µM (highest dose often 76.9 µM), for the others: at the highest dose activity, negative = inhibition, actives largely listed as inhibitors; note: potency is the fitted concentration of half-maximal effect; % is set by controls: 0 for no effect and ±100 for the full control effect; nearly all actives have a fitted effect of over 80% in size
#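 Purified archaeal chaperonin (25 nM final) was preincubated with compound for 10 min at 37°C, then ATP (10 uM final) was added for 30 min at 37°C in Tris pH 7.4/KCl/MgCl2/DTT buffer. ADP was quantified by HTRF Transcreener TR-FRET.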
# Nrf2 block – inhibitors of Nrf2 signaling; A549 ARE-Fluc reporter, luciferase luminescence, 18-24 h; Potency, µM (titrated, usually from 46 µM), for the others: at the highest dose activity change, negative = inhibition, hits mostly inhibitors; 2.1% of 360,000 active; AID 504444; note: potency is the fitted concentration of half-maximal effect; % is set by controls: 0 for no effect and ±100 for the full control effect; nearly all actives have a fitted effect of over 60% in size
#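 Reporter: ARE-Fluc in A549. Exposure: 18-24 h, 37 °C, 5% CO2, 5% FBS OPTI-MEM. Readouts: fluorescent cytotoxicity (CellTiter-Fluor), then luminescent Nrf2 signal after BugLite.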
# CCT chaperon mod – cytosolic chaperonin activity modulation; AID 651819; purified chaperonin ATPase assay, HTRF ADP detection, 30 min; activity change, % (test concentration not listed), hits read low; 0.3% of 360,000 active; in the data active = activity change below about -30%; note: % is set by controls: 0 for no effect and ±100 for the full control effect
#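 TRiC at 40 or 20 nM final (batch-dependent) in 30 mM Tris pH 7.4, 100 mM KCl, 5 mM MgCl2, 1 mM DTT, with compound at single 76 uM and 10 uM ATP, 30 min at 37 deg C. ADP detected by HTRF Transcreener, 665/615 ratio.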
# pAkt inh – inhibitors of Akt phosphorylation. Neuro2A IGF-stimulated pAkt S473 HTRF, 20 min; hits give low values. activity change, % for hits at 50 µM. 0.32% of 360,000 active. AID 651550; in the data active = activity change below about -80%; inconclusive = mostly about -51% to -80%; note: % is set by controls: 0 for no effect and ±100 for the full control effect
#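 Single-point screen (50 µM final compound) in Neuro2A cells stimulated 20 min with 6 nM IGF at 37 deg C. After lysis, Ser473-phosphorylated Akt read by HTRF (ex 330 nm, em 615/665 nm) as the 665/615 ratio.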
# The depositor's hits bear a star; i = inactive; ? = inconclusive; . = not tested or not shown; & = joins results of further samples; [ ] = another dose, or the depositor's remark. Unless noted, calls come from the whole dose curve; as a rule, active = well fitted curve in the direction sought with a large enough effect; inconclusive = small, poorly fitted or top-dose-only effect, or another doubt; inactive = no such curve, though single readings can be large; an effect the other way counts as inactive or inconclusive. Hits appear at their usual frequency; about 4.3% have a hit in one of these screens.
SMILES,Nrf2 ARE act,A549 tox,Abeta rescue,TGFb SMAD3 inh,HepG2 tox,MmCpn inh,Nrf2 block,CCT chaperon mod,pAkt inh
Cc1ccc(S(=O)(=O)O/N=C2/CCCc3occc32)cc1,-1.0%,-2%,4%,-1%,-18%,1%,.,-4.2,i
CCn1ncc(Br)c1C(=O)Nc1cc(C(=O)OC)ccc1C(=O)OC,2.5%,-2%,2%,?,4%,1%,?,-18,i
COc1ccc(NC(=O)Cn2cc(S(=O)(=O)c3ccccc3)c(=O)c3cc(C)ccc32)cc1Cl,0.0%,0%,-10%,-21%,-1%,.,15%,.,.
CCc1cccc(NC(=O)CN2Cc3ccccc3C2=O)c1,0.3%,-8%,-7%,-6%,1%,.,0%,.,.
CC(=O)CSc1nnc2cc(C)c3cc(C)cc(C)c3n12,3.7%,-3%,6%,0%,0%,.,-16%,.,.
Nn1c(Nc2ccccc2)nc2sc3c(c2c1=O)CCC3,4.2%,-13%,9%,-13%,-29%,-7%,16µM*,-0.6,i
COC(=O)c1sc2nc(SCC(=O)N(C)c3ccccc3)n(N)c(=O)c2c1C,0.2%,-5%,-21%,9%,15%,-10%,-4%,1.3,i
CCOc1ccc(NC(=O)c2oc3ccccc3c2NC(=O)Cc2ccc(OC)c(OC)c2)cc1,0.9%,1%,-1%,-39%,-20%,.,0%,.,.
COc1ccccc1NC(=O)CN1CCN(CC(=O)Nc2ccc(F)c(F)c2)CC1,4.1%,-8%,-13%,6.3µM*,-54%,.,.,.,.
Cc1cc(NC(=O)CSCC(=O)Nc2cccc(S(=O)(=O)N3CCCCCC3)c2)no1,-0.2%,-1%,4%,?,8%,3%,?,-1.3,i
CN(C)c1ccc(-c2c(-c3ccc4c(c3)OCO4)noc2-c2ccsc2)cn1,8.8%,-6%,-49%[inhibitor],?,-17%&-21%,?,-21%,-1.7,i
Cc1ccccc1OCC(=O)N/N=C/c1sc(=O)n(Cc2cccc(C(=O)O)c2)c1Cl,-0.6%,4%,-12%,18%,27%,-1%,-17%,0.0,i

# Whole records, looked up by structure. Values in the order: Nrf2 ARE act	A549 tox	Abeta rescue	TGFb SMAD3 inh	HepG2 tox	MmCpn inh	Nrf2 block	CCT chaperon mod	pAkt inh
# `CCOc1ccc(NC(=O)c2oc3ccccc3c2NC(=O)Cc2ccc(OC)c(OC)c2)cc1` is listed as 0.9%	1%	-1%	-39%	-20%	.	0%	.	.
# `CCc1cccc(NC(=O)CN2Cc3ccccc3C2=O)c1` is listed as 0.3%	-8%	-7%	-6%	1%	.	0%	.	.

# Next compounds.
SMILES,Nrf2 ARE act,A549 tox,Abeta rescue,TGFb SMAD3 inh,HepG2 tox,MmCpn inh,Nrf2 block,CCT chaperon mod,pAkt inh
O=C(CSc1nnc(-c2ccncc2)n1Cc1ccco1)Nc1nccs1,-0.6%,9%,-5%,-14%,-1%,-1%,2%,-3.6,i
Cc1ccc(C(=O)NCCSc2c(C)[nH]c3ccccc23)cc1[N+](=O)[O-],-0.8%,-16%,?,?,-23%,0%,?,-3.2,i
CSc1ccccc1NC(=O)c1cnccn1,0.1%,3%,-5%,20%,8%,1%,11%,-1.4,i
Cc1cccc(-c2nnn3c2nc(NCCC(C)C)c2ccccc23)c1,0.7%,2%,7%,-30%,-24%,.,-2%,.,.
CC(C#N)Sc1ccc(S(=O)(=O)N(C)C2CCCCC2)cn1 (stereo unspecified),-0.4%,9%,-18%,-6%,-9%,-2%,2%,-3.0,i
Cc1csc(NC(=O)C2COc3ccccc3O2)n1 (stereo unspecified),0.5%,10%,30%,0%,-10%,-1%,.,-1.3,i
CCOc1ccccc1N1CCN(C(=O)COc2ccc3c(C)cc(=O)oc3c2)CC1,2.4%,5%,-14%,-6%,-18%,-2%,-15%,0.7,i
O=C(CC[C@H]1O[C@@H](n2ccc(=O)[nH]c2=O)[C@H](O)[C@@H]1O)NCc1ccccc1,-0.5%,.,-18%,2%,-9%,.,.,-0.4,i
CCN1CCc2nc(NC(=O)CC(c3ccccc3)c3ccccc3)sc2C1,-0.2%,-7%,-7%,2%,4%,?,3%,0.4,i
CC1=C(C(=O)Nc2ccccc2)C(c2cccnc2)n2nc(SCc3ccccc3Cl)nc2N1 (stereo unspecified),-0.5%,2%,-19%,0%,-9%,.,-3%[9.27 µM],.,.
COc1ccc2c(c1)C(=O)Nc1cc(Cl)ccc1N2,4.3%,0%,1%,1%,8%,.,-16%,-2.8,i
CCOC(=O)c1cc(C)sc1NC(=O)CN1CCN(C(=O)C2CCCO2)CC1 (stereo unspecified),1.8%,0%,-5%,-1%,-22%,-5%,-15%,-1.9,i
CCOC(=O)N1CCN(C(=O)CSc2ccc(-c3ccc(OC)cc3)nn2)CC1,0.5%,4%,-15%,0%,-17%,-4%,-14%,-2.2,i
CC1=C(C(=O)N(C)C)CC(CC(=O)NCC2CCCCC2)C(=O)N1Cc1ccc(C(C)(C)C)cc1 (stereo unspecified),3.2%,.,-3%,-30%,-31%,.,.,-1.3,i
COCCN1C(=O)N[C@@H](CCc2ccccc2)C(C(C)=O)=C1C,5.8%,17%,-8%,-5%,-5%,2%,3%,-0.8,i
CC(C)COC(=O)C1[C@H]2C(=O)N(Cc3cccs3)C[C@]23C=C[C@H]1O3 (stereo partly specified),0.0%,6%,-5%,-10%,-11%,2%,3%,-2.2,i
Cc1ccc2nc(NS(C)(=O)=O)sc2c1,3.0%,1%,-13%,-6%,-6%,-2%,11%,0.4,i
Cc1ccc(CCNC(=O)Cn2cccc2)cc1,-0.1%,-2%,8%,5%,0%,-3%,.,-0.5,i
CCOCCC(=O)Nc1cc(Cl)ccc1OC,6.9%,-8%,-4%,-14%,4%,0%,-1%,-3.2,i
Cc1ccccc1-c1csc(C(C)(O)c2ccccc2)n1 (stereo unspecified),1.2%,.,?,-21%,-28%,.,.,-2.2,i
O=C(CCCc1ccccc1)NCc1ccccc1Cl,-0.2%,7%,5%,1%,-1%,-12%,0%,-3.4,i
CCN(CC)S(=O)(=O)c1cc(C(=O)O)ccc1OC,-0.7%,1%,-14%,6%,2%,-1%,9%,-0.1,i
CC(C)(C)c1ccc(-c2noc(CCC(=O)NCc3ccco3)n2)cc1,6.4%,12µM*,-12%,-17%,-11%,0%,0.018µM*,-2.5,i
O=[N+]([O-])c1cc2cccnc2c2ncccc12,25%,-8%,3%,?,-23%,-1%,-27%,-3.3,i
c1ccc(CCc2cccnc2)cc1,0.3%,-4%,21%,2%,4%,.,-24%,-0.7,i
CCOc1ccc(C(C)=O)cc1COc1ccc(C)nc1[N+](=O)[O-],2.8%,-1%,-9%,-2%,-34%,-1%,-3%,-2.3,i
COCC(=O)N(C)C[C@H]1N[C@@](C)(C(=O)OC)[C@H]2C(=O)N(Cc3ccccc3)C(=O)[C@@H]12,-0.6%,-1%,9%,9%,-5%,-1%,7%,0.9,i
CC(=O)Nc1ccc(SCC(=O)Nc2ccccc2-c2ccccc2)cc1,0.5%,9%,0%,0%,8%,0%,-15%,1.2,i
O=[N+]([O-])c1cc2ccccc2nc1-c1ccccc1,2.6%,-5%,-11%,4%,-7%,.,22%,-4.0,i
Cc1c(C(=O)N(C)c2cccc(Cl)c2)cnn1-c1ccccc1,3.2%,-1%,5%,-5%,-26%,-1%,1%,-1.2,i
O=C(NN1C(=O)C2C3C=CC(C4CC34)C2C1=O)c1ccc(Cl)cc1Cl (stereo unspecified),0.1%,-15%,1%,0%,2%,1%,?,1.3,i
N#Cc1cc2c(nc1SCc1ccc(Cl)cc1)CCCC2,0.4%,-4%,30%,-12%,7%,-2%,?,-2.4,i
c1ccc(-c2nnc(C(c3ccccc3)c3ccccc3)o2)cc1,0.2%,3%,15%,?,-30%,1%,-4%,-0.6,i
O=C(O)CN1C(=O)/C(=C\c2cc(Br)ccc2OCc2ccc([N+](=O)[O-])cc2)SC1=S,0.3%,-21%,-18%,?,-3%,1%,?,3.0,i
O=C(CCC(=O)c1cccs1)NC(c1ccccc1)c1ccccc1,-0.3%,2%,20%,-23%,4%,-1%,5%,1.7,i
CCN(C[C@H]1N[C@@](C)(C(=O)OC)[C@H]2C(=O)N(C)C(=O)[C@@H]12)C(=O)Nc1ccc(OC)cc1,-1.1%,2%,-7%,-3%,5%,-1%,1%,0.8,i
COc1cc(S(N)(=O)=O)c(OC)cc1N,-0.9%,23%,2%,2%,-7%,-2%,0%,-0.4,i
CCOc1ccccc1-c1cc(C(=O)N/N=C(\C)c2cccnc2)c2ccccc2n1,4.8%,-7%,10%,11%,-3%,-18%,5%,0.6,i
Clc1cccc(Cl)c1OCCCCN1CCCCC1,-0.1%,-20%,4%,-6%,-18%,2%,-13%,0.4,i
C=CC(O)Cc1c(C)n[nH]c1C (stereo unspecified),0.0%,16%,-4%,8%,-68%,1%,13%,-0.5,i
O=C(CSc1ccccc1)NCCCN1CCOCC1,0.0%,4%,-2%,-23%,-7%,0%,5%,-6.4,i
O=C(NN1C(=O)/C(=C/c2cccs2)SC1=S)c1ccccc1,21%,-8%,0%,0%,-28%,-2%,7%,0.0,i
CCOC(=O)N1CCN(C(=S)NCCOC)CC1,0.3%,-4%,-5%,14%,-14%,1%,3%,-2.9,.
Oc1[nH]c2ccccc2c1C1=NCCCCC1,2.2%,3%,14%,-1%,23%,0%,-1%,0.3,i
Cc1ccc(C(C)C)c(OCC(=O)N2CCN(c3ncccn3)CC2)c1,-0.5%,-9%,-18%,3%,0%,-1%,-14%,-2.2,i
